# PRC2 inh = EZH2 (human) methyltransferase inhibition; Q15910; AID 651548; inhibition, % at 12.5 µM; actives 0.35% (n = 57,000); PRC2 H3K27 methylation, DELFIA TRF, 1 h;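 active = mean inhibition of replicates at least 50% and every single replicate also reaching 50%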;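 note: dimethyl H3K27 on biotinylated H3 21-44 peptide detected by antibody; plate controls were median neutral control wells for no effect and median positive control wells for full effect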
# Target sequence (Q15910 whole entry, looked up): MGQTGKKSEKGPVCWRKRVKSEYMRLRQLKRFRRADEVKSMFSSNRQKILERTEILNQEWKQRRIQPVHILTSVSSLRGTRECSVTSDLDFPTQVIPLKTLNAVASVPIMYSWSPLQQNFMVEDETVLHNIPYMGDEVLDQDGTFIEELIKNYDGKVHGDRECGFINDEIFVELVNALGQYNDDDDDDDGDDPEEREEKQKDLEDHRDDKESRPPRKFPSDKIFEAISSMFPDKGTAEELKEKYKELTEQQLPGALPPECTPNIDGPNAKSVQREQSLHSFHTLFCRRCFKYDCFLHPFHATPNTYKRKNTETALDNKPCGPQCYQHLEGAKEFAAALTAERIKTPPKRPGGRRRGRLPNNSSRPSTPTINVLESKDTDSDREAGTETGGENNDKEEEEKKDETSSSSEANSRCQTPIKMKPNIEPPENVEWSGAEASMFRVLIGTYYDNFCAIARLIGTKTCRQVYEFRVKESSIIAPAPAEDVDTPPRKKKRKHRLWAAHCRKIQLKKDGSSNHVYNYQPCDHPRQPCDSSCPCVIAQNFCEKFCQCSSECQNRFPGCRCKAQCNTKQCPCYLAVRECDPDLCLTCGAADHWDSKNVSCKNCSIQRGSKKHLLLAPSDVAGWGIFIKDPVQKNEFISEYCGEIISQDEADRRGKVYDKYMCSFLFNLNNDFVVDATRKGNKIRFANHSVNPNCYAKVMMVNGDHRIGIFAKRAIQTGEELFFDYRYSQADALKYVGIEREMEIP
# IDH1 mut inh = IDH1 R132H (human) inhibition | IDH1 R132H reductase, diaphorase/resazurin fluorescence, 60 min | O75874 | actives 0.18% (n = 70,000) | inhibition, % at 10 µM; in the data active = inhibition above about 34%;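 note: 0% = DMSO and 100% = no enzyme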
# * = called active by the depositor; x = no result given; & = joins results of further samples. The list is partial; the hit share may differ from the screen's.
SMILES,PRC2 inh,IDH1 mut inh
Cc1noc(C)c1NC(=O)N(C)C[C@H]1Oc2ccc(NC(=O)C3CCCCC3)cc2C(=O)N([C@H](C)CO)C[C@H]1C,x,-0.4
COc1ccc(CN(C)C[C@H]2Oc3ccc(NC(=O)C4CCCCC4)cc3C(=O)N([C@H](C)CO)C[C@@H]2C)cc1,0,0.1
C/C=C1\C(O[C@@H]2O[C@H](CO)[C@@H](O)[C@H](O)[C@H]2O)OC=C(C(=O)OC)C1CC(=O)OC[C@H]1O[C@@H](OCCc2ccc(O)cc2)[C@H](OC(=O)CC2C(C(=O)OC)=COC(O[C@@H]3O[C@H](CO)[C@@H](O)[C@H](O)[C@H]3O)/C2=C\C)[C@@H](O)[C@@H]1O (stereo partly drawn),2,-1.5
CNC[C@@H]1Oc2ccc(NC(=O)Nc3ccccc3)cc2CC(=O)N([C@H](C)CO)C[C@H]1C,11,0.7
COc1ccc(S(=O)(=O)Nc2ccc3c(c2)C(=O)N([C@@H](C)CO)C[C@H](C)[C@@H](CN(C)C(=O)Nc2ccccc2)O3)cc1,x,5.7
C#CCN1C(=O)C(O)(CC(=O)c2ccc(C)o2)c2ccccc21 (stereo not drawn),-7,0.2
CS(=O)(=O)Nc1ccc2c(c1)[C@H]1C[C@@H](CC(=O)NC3CCCC3)O[C@@H](CO)[C@H]1O2,16,-0.3
O=C(CN1CCOCC1)Nc1sc2c(c1C(=O)Nc1ccc(Br)cc1)CCCC2,-4,0.0
C[C@H](CO)N1C[C@H](C)[C@H](CN(C)C(=O)Nc2ccc(F)cc2)Oc2ccc(NC(=O)C3CCCCC3)cc2C1=O,-4,0.7
COc1ccc(NC(=O)Nc2ccc3c(c2)C(=O)N([C@@H](C)CO)C[C@H](C)[C@@H](CN(C)C(=O)NC2CCCCC2)OCCCC[C@H](C)O3)cc1,x,-0.5
CN(C)CC(=O)N[C@@H]1CC[C@@H](CCNC(=O)Nc2ccc(Cl)cc2)O[C@H]1CO,-3,0.0
Cc1noc(C)c1NC(=O)N(C)C[C@@H]1Oc2ccc(NS(=O)(=O)c3cn(C)cn3)cc2C(=O)N([C@H](C)CO)C[C@H]1C,x,4.5
C[C@@H]1CN([C@@H](C)CO)C(=O)c2cccc(NC(=O)Nc3ccc(C(F)(F)F)cc3)c2O[C@@H]1CN(C)C(=O)Nc1cccc2ccccc12,x,0.3
CC1(C)CC(=O)c2ccc(O)cc2O1,x,0.4
CO[C@@H]1CN(C)C(=O)c2ccc(NS(=O)(=O)c3cn(C)cn3)cc2OC[C@@H](C)N(CCC(F)(F)F)C[C@H]1C,8,-0.1
O=C(C[C@@H]1C=C[C@H](NC(=O)Cc2ccccn2)[C@H](CO)O1)NCCCN1CCOCC1,5,-0.1
CC(=O)c1cccc(N(CC(=O)N2CCN(c3ccccc3F)CC2)S(C)(=O)=O)c1,14,1.1
N#C/C(N)=C(\C#N)N=Cc1ccc(C#N)cc1,-12,0.1
CNC[C@@H]1OCCCC[C@H](C)Oc2ccc(NC(=O)Nc3ccc(OC)cc3)cc2C(=O)N([C@@H](C)CO)C[C@@H]1C,3,0.5
CC(C)NC(=O)N(C)C[C@@H]1OCCCC[C@@H](C)Oc2ccc(NS(=O)(=O)c3ccccc3)cc2C(=O)N([C@H](C)CO)C[C@H]1C,x,3.8
C[C@@H]1CN([C@H](C)CO)C(=O)c2cccc(NS(=O)(=O)c3ccc(F)cc3)c2O[C@H]1CN(C)C(=O)NC1CCCCC1,4,0.5
COc1ccc(NC(=O)N(C)C[C@@H]2Oc3cc(-c4cccc(C(=O)N(C)C)c4)ccc3S(=O)(=O)N([C@@H](C)CO)C[C@@H]2C)cc1,-8,-3.4
C[C@@H]1CN([C@@H](C)CO)C(=O)c2cc(NC(=O)Cc3ccccc3)ccc2O[C@H]1CN(C)S(=O)(=O)c1ccc(F)cc1,3,x
Cn1c(SCC(=O)Nc2ccccc2[N+](=O)[O-])nc2ccccc2c1=O,8,2.9
C[C@@H]1CN([C@@H](C)CO)S(=O)(=O)c2ccc(Br)cc2O[C@H]1CN(C)C(=O)c1ccccc1F,-7,x

# Continuation:
SMILES,PRC2 inh,IDH1 mut inh
C[C@H]1CN([C@@H](C)CO)C(=O)c2cc(-c3cccnc3)cnc2O[C@H]1CN(C)C(=O)Nc1ccc(F)cc1,x,-0.2
C[C@@H]1CN([C@H](C)CO)C(=O)Cc2cc(NS(=O)(=O)c3ccc(F)cc3)ccc2O[C@@H]1CN(C)Cc1ccc(Oc2ccccc2)cc1,x,-0.8
O=C(Cc1ccccn1)NCC[C@H]1CC[C@@H](NC(=O)Nc2ccc(F)cc2)[C@H](CO)O1,-3,0.3
C[C@@H]1CN([C@H](C)CO)C(=O)c2cc(C#C[C@@H](C)O)cnc2O[C@@H]1CN(C)C(=O)Cc1ccncc1,2,x
CCS(=O)(=O)N[C@@H]1CC[C@@H](CC(=O)NCc2ccc(Cl)cc2)O[C@@H]1CO,-10,0.7
C[C@H]1CN([C@@H](C)CO)C(=O)c2cc(C3=CCCC3)cnc2O[C@H]1CN(C)C(=O)Nc1cccc(F)c1,-16,x
C[C@@H]1O[C@@H](OC[C@H]2O[C@@H](c3c(O)cc4oc(-c5ccc(O)c(O)c5)cc(=O)c4c3O)[C@H](O)[C@@H](O)[C@@H]2O)[C@H](O)[C@H](O)[C@H]1O,x,-1.6
Oc1c(C(Nc2cccnc2)c2ccc(Cl)cc2)ccc2cccnc12 (stereo not drawn),-33,3.5
C[C@H]1CN([C@@H](C)CO)C(=O)c2cc(NC(=O)Cn3cnnn3)ccc2O[C@H]1CN(C)C(=O)NC1CCCCC1,x,-0.2
C[C@@H]1CN([C@@H](C)CO)C(=O)c2c(c3ccccc3n2C)-c2ccccc2CO[C@@H]1CN(C)S(=O)(=O)c1cn(C)cn1,-6,-2.9
COc1ccccc1S(=O)(=O)N[C@@H]1CC[C@H](CCNC(=O)C2CCC2)O[C@@H]1CO,2,-0.1
CC(C)NC(=O)Nc1ccc2c(c1)C(=O)N([C@H](C)CO)C[C@@H](C)[C@H](CN(C)C(=O)CCC(F)(F)F)OCCCC[C@@H](C)O2,-10,-1.0
COc1cccc(NC(=O)N[C@H]2C=C[C@@H](CC(=O)N3CCN(C)CC3)O[C@H]2CO)c1,8,-0.1
CCCC#Cc1ccc2c(c1)O[C@@H](CN(C)Cc1ccc3c(c1)OCO3)[C@H](C)CN([C@@H](C)CO)S2(=O)=O,-7&-9,-0.1
C[C@H](CO)N1C[C@H](C)[C@@H](CN(C)Cc2cccc(C(=O)O)c2)OCc2ccccc2-c2c(n(C)c3ccccc23)C1=O,6,x
CCc1ccc(CCC(=O)Nc2cc(Cl)ccc2Cl)o1,37,-0.7
COC(=O)c1c2oc(c1C(=O)OC)C(=O)N[C@H](Cc1ccccc1)Cn1cc(nn1)CNC(=O)[C@H](Cc1ccccc1)NC(=O)N[C@@H](CO)CC2,-9,x
C[C@H]1CN([C@@H](C)CO)C(=O)c2cccc(NC(=O)CCCCCC(=O)Nc3ccccc3N)c2O[C@@H]1CN(C)C(=O)Nc1ccccc1,-17,x
C[C@@H]1CN([C@H](C)CO)C(=O)c2cc(/C=C/c3ccccc3)cnc2O[C@H]1CN(C)Cc1ccncc1,16,2.8
COP(=O)(OC)OC(c1ccc(Cl)cc1)P(=O)(OC)OC (stereo not drawn),x,1.1
C[C@@H]1CN([C@H](C)CO)C(=O)CCCn2cc(nn2)CO[C@H]1CN(C)S(C)(=O)=O,11,-6.2
COC(=O)c1ccc(C2C(C(=O)Nc3cc(OC)c(Cl)cc3OC)=C(C)Nc3ncnn32)cc1 (stereo not drawn),12,0.1
O=C(COc1ccc(Br)cc1Cl)Nc1ccccc1[N+](=O)[O-],6,-0.2
CC(=O)c1cccc(NC(=O)CNS(=O)(=O)c2ccc(Br)cc2)c1,21,-0.3
O=C(CCN1CCCCC1)NCC[C@@H]1CC[C@H](NC(=O)C2CCOCC2)[C@@H](CO)O1,4,0.0

# The list goes on.
SMILES,PRC2 inh,IDH1 mut inh
COc1cccc(-c2cc(C(=O)NCc3ccco3)c3cc(C)cc(C)c3n2)c1,11,-0.5
Cc1nc(C(F)(F)F)nc(Sc2cccc(C(F)(F)F)c2)c1C,1,-0.2
C[C@H]1CN([C@@H](C)CO)C(=O)c2cc(C3=CCCC3)cnc2O[C@@H]1CN(C)C(=O)C1CCC1,6,-1.4
CCn1c(SCC(=O)N2CCc3ccccc32)nnc1-c1ccccc1O,-18,0.4
CCCC(=O)Nc1ccc2c(c1)C(=O)N(C)C[C@@H](OC)[C@H](C)CN(Cc1cc(-c3ccccc3)on1)[C@H](C)CO2,-1,-0.3
CC(=O)Nc1ccc(NC(=O)CS(=O)(=O)Cc2ccccc2)cc1,8,-0.6
C[C@H](CO)N1C[C@H](C)[C@H](CN(C)C(=O)C2CC2)Oc2ncc(/C=C/c3ccccc3)cc2C1=O,10,0.0
C[C@H](CO)N1C[C@H](C)[C@@H](CN(C)S(=O)(=O)c2ccc(F)cc2)OCCCC[C@H](C)Oc2ccc(NS(=O)(=O)c3cccs3)cc2C1=O,x,0.9
C[C@H]1CN([C@@H](C)CO)C(=O)c2cc(NC(=O)CCC(F)(F)F)ccc2O[C@@H]1CN(C)Cc1ccc2c(c1)OCO2,0,0.4
C[C@@H]1CCCCO[C@H](CN(C)Cc2ccncc2)[C@H](C)CN([C@H](C)CO)C(=O)c2cc(NC(=O)Nc3cccc4ccccc34)ccc2O1,x,-1.4
C[C@H]1CN([C@@H](C)CO)C(=O)c2cccc(NC(=O)C3CC3)c2O[C@@H]1CN(C)Cc1ccc2c(c1)OCO2,x,2.4
COCC(=O)Nc1ccc2c(c1)[C@@H]1C[C@H](CC(=O)NCc3ccccn3)O[C@@H](CO)[C@@H]1O2,2,0.9
Cc1cc(S(=O)(=O)Nc2c(C)nc3nc[nH]n3c2=O)ccc1F,-5,0.2
CC(C)(C)c1ccccc1NC(=O)c1cccc(Cn2cc(Cl)cn2)c1,-2,-0.5
C[C@@H]1CN([C@H](C)CO)C(=O)c2cc(NC(=O)NC3CCCCC3)ccc2O[C@@H](C)CCCCO[C@H]1CN(C)C(=O)c1ccncc1,x,14
Cc1noc(C)c1NC(=O)Nc1ccc2c(c1)CC(=O)N([C@@H](C)CO)C[C@H](C)[C@@H](CN(C)S(C)(=O)=O)O2,x,1.6
CC(C)NC(=O)Nc1ccc2c(c1)C(=O)N([C@H](C)CO)C[C@H](C)[C@@H](CN(C)CC1CCCCC1)O2,1,5.7
O=C(COc1ccc(Cl)cc1)Nc1cccc(-c2nc3ncccc3o2)c1,17,-0.2
C[C@H](CO)N1C[C@H](C)[C@@H](CN(C)C(=O)NC2CCCCC2)Oc2ccc(NC(=O)Nc3ccc4c(c3)OCO4)cc2CC1=O,x,1.4
O=C(NCC[C@H]1CC[C@H](NC(=O)Nc2cc(F)ccc2F)[C@@H](CO)O1)Nc1ccc(Cl)cc1,-2,0.3
O=C(CSc1nc2ccccc2c(=O)[nH]1)NCCO,-17,0.3
Cc1cccc(S(=O)(=O)N[C@H]2CC[C@@H](CCNS(=O)(=O)c3ccccc3F)O[C@@H]2CO)c1,-6,0.0
C[C@@H]1CCCCO[C@@H](CN(C)C(=O)C2CCCCC2)[C@H](C)CN([C@H](C)CO)C(=O)c2cc(NC(=O)Nc3ccc(C(F)(F)F)cc3)ccc2O1,x,0.7
CC(C)NC(=O)Nc1cccc2c1O[C@@H](CN(C)S(C)(=O)=O)[C@@H](C)CN([C@H](C)CO)C2=O,7,x
Cc1ccc(S(=O)(=O)Nc2ccc3c(c2)C(=O)N([C@H](C)CO)C[C@H](C)[C@@H](CN(C)Cc2ccncc2)OCCCC[C@@H](C)O3)cc1,x,9.4
O=C(CN1CCOCC1)NCC[C@@H]1CC[C@H](NC(=O)c2ccc3c(c2)OCO3)[C@H](CO)O1,2,0.0
Cc1noc(C)c1S(=O)(=O)Nc1ccc2c(c1)CC(=O)N([C@@H](C)CO)C[C@@H](C)[C@H](CN(C)C(=O)NC1CCCCC1)O2,x,4.0
COc1ccc(C)cc1S(=O)(=O)N(C)CC(=O)Nc1ccccc1SC,0,-0.9
COc1ccc(CN(C)C[C@@H]2OCCCC[C@@H](C)Oc3ccc(NS(C)(=O)=O)cc3C(=O)N([C@@H](C)CO)C[C@H]2C)cc1,2,0.9
C[C@H](CO)N1C[C@H](C)[C@H](CN(C)C(=O)Cc2ccccc2)OCCCC[C@H](C)Oc2ccc(NC(=O)Nc3ccccc3)cc2C1=O,x,-2.0

# Fetched one by one from above:
SMILES,PRC2 inh,IDH1 mut inh
O=C(NCC[C@H]1CC[C@H](NC(=O)Nc2cc(F)ccc2F)[C@@H](CO)O1)Nc1ccc(Cl)cc1,-2,0.3
C[C@H](CO)N1C[C@H](C)[C@H](CN(C)C(=O)C2CC2)Oc2ncc(/C=C/c3ccccc3)cc2C1=O,10,0.0

# Structures from the list above that contain a Cl atom:
SMILES,PRC2 inh,IDH1 mut inh
CN(C)CC(=O)N[C@@H]1CC[C@@H](CCNC(=O)Nc2ccc(Cl)cc2)O[C@H]1CO,-3,0.0
CCS(=O)(=O)N[C@@H]1CC[C@@H](CC(=O)NCc2ccc(Cl)cc2)O[C@@H]1CO,-10,0.7
Oc1c(C(Nc2cccnc2)c2ccc(Cl)cc2)ccc2cccnc12 (stereo not drawn),-33,3.5
CCc1ccc(CCC(=O)Nc2cc(Cl)ccc2Cl)o1,37,-0.7
COP(=O)(OC)OC(c1ccc(Cl)cc1)P(=O)(OC)OC (stereo not drawn),x,1.1
COC(=O)c1ccc(C2C(C(=O)Nc3cc(OC)c(Cl)cc3OC)=C(C)Nc3ncnn32)cc1 (stereo not drawn),12,0.1
O=C(COc1ccc(Br)cc1Cl)Nc1ccccc1[N+](=O)[O-],6,-0.2
CC(C)(C)c1ccccc1NC(=O)c1cccc(Cn2cc(Cl)cn2)c1,-2,-0.5
O=C(COc1ccc(Cl)cc1)Nc1cccc(-c2nc3ncccc3o2)c1,17,-0.2
O=C(NCC[C@H]1CC[C@H](NC(=O)Nc2cc(F)ccc2F)[C@@H](CO)O1)Nc1ccc(Cl)cc1,-2,0.3

# Assay outcomes deposited in PubChem BioAssay by Broad Institute.
